Bioassay records from PubChem.
TAAR1 antagonist = antagonists of human TAAR1; CHO RD-HGA16 TAAR1, Fluo-8 calcium fluorescence, antagonist; Q96RJ0; AID 624466; inhibition, % at 3 µM; hit rate 1.5% among 360,000;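 active means inhibition above a per-plate cutoff, the mean inhibition of test compounds on that plate plus 3 SD, cut at about 49% in these data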;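 further: 0% = DMSO plus EC80 beta-PEA response and 100% = DMSO alone without agonist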
Target sequence (Q96RJ0 whole entry, looked up): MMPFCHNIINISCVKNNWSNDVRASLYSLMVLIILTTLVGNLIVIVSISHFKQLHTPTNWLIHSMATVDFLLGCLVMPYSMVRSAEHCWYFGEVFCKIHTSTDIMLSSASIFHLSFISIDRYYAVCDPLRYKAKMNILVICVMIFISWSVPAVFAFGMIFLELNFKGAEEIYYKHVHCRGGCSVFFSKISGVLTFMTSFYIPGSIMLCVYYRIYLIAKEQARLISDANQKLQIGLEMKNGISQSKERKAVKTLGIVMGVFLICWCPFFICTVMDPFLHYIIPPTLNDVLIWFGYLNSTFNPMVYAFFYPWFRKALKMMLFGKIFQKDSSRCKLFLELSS
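Material: RD-HGA16 CHO cells with stable hTAAR1 and Gα16; Dosing: single nominal final test compound concentration of 3 µM; Schedule: seeding 17-24 h prior, 75-min 37 °C, 30-min RT dye loading; Detection: kinetic Fluo-8 calcium fluorescence measurement; Measure: % inhibition from peak post-agonist over basal fluorescence ratio; Benchmarks: vehicle and agonist controls.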
CHRM5 PAM = positive allosteric modulators of human muscarinic M5 receptor; activation, % at 3 µM; P08912; CHO-K1 hM5, Fluo-8 calcium, ACh EC20 PAM; 0% = ACh EC20, 100% = ACh EC100; hit rate 0.3% among 360,000;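 active means activation above the run cutoff, the mean activation of all test compounds plus 3 SD, cut at about 18% in these data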
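Assay system – human M5 receptor in CHO-K1 cells · Read-out – % activation, ACh-normalized · Technique – Fluo-8 calcium fluorescence · Dosing – single-point, 3 µM nominal · Incubation – Fluo-8 loading 80 min at 37 °C plus 30 min room temperature · Repeats – singlicate, one well per test compound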
TAAR1 ag = human TAAR1 agonism; Q96RJ0; CHO RD-HGA16 TAAR1, Fluo-8 calcium fluorescence; vehicle wells 0%, saturating PEA agonist 100%; activation, % at 3 µM; hit rate 0.99% among 360,000; AID 624467;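 active means activation above the mean activation of all test compounds in the run plus 3 SD, cut at about 38% in these data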
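Test system: RD-HGA16 (CHO) cells co-expressing Gα16 and hTAAR1 | Doses: Single dose, 3 µM | Schedule: 17-24 h seeding, 75 min 37 °C dye, 30 min RT | Evaluation: % activation from peak over basal fluorescence ratio, DMSO-to-PEA scaled | Technique: Kinetic Fluo-8 calcium fluorescence | Benchmarks: Low control DMSO, high control PEA (EC100)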
CHRM5 antagonist = CHRM5 antagonism in calcium assay; P08912; CHO-hM5 cells, Fluo-8 calcium fluorescence, ACh EC80; inhibition, % at 3 µM; hit rate 0.59% among 360,000; AID 624040;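 active means inhibition above a per-plate cutoff, the mean of that plate's test compounds plus 3 SD, cut at about 27% in these data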;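 further: 0% = acetylcholine EC80 with DMSO and 100% = DMSO without agonist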
CHRM4 PAM = CHRM4 positive allosteric modulation; P08173; CHO-K1 hM4/Gqi5, Fluo-8 calcium fluorescence, ACh EC20; 0% = ACh EC20, 100% = maximal ACh; activation, % at 3 µM; hit rate 0.4% among 360,000;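 active means activation above its plate's cutoff, the mean activation of sample wells plus 3 SD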; further: some results filed as inactive read as strong as hits
Target sequence (P08173 whole entry, looked up): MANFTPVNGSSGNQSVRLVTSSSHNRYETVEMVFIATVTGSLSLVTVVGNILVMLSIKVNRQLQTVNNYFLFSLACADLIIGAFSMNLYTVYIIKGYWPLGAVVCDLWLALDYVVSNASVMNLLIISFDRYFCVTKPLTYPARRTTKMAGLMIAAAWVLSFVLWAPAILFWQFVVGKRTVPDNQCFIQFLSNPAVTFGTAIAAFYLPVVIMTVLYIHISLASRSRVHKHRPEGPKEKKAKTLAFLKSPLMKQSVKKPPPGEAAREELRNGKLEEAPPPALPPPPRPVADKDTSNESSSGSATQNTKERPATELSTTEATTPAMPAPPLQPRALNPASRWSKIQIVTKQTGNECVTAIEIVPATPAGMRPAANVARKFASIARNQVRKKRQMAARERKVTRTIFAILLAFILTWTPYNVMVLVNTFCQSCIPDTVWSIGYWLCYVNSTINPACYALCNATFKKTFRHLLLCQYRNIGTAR
CRFBP-R2 block = antagonists of CRF-binding protein/CRF-R2 receptor complex; HEK293 CRF-R2/CRF-BP, CRF-induced calcium fluorescence; inhibition, % at 11.8 µM; hit rate 0.59% among 350,000;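 active means inhibition of the ligand-induced calcium signal above about 50% at the single tested concentration, limit read from the data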
CRFR2-BP ag = CRF-BP/CRF-R2 complex agonism; HEK293 CRF-R2/CRF-BP, calcium dye fluorescence (FLIPR); percent of saturating CRF peptide response; hit rate 0.46% among 350,000; activation, % at 13.2 µM; AID 588473;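 active means activation of at least 50%, plus an integration ratio under a set limit after plate pattern correction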;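 further: plate controls were neutral control wells without compound for no effect and CRF at EC100 for full effect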
CHO-K1 Ca PAM = nonselective activator or artifact in parental CHO-K1 calcium assay; activation, % at 3 µM; ATP EC20, Fluo-8 calcium fluorescence; 0% at ATP EC20, 100% at ATP max; hit rate 0.02% among 360,000;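 active means activation above the run cutoff, the mean activation of all test compounds plus 3 SD, cut at about 40% in these data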;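 further: peak over basal fluorescence ratio in a 140 s read after ATP addition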
M5 ag = CHRM5 agonism in calcium assay | hit rate 0.19% among 360,000 | activation, % at 3 µM | AID 624037 | CHO-K1 hM5 cells, Fluo-8 calcium fluorescence; 0% DMSO wells, 100% maximal acetylcholine response;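 active means activation above the run's mean over test compounds plus 3 SD, cut at about 23% in these data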;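 further: signal is peak over basal fluorescence ratio across the kinetic read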
* hit, by the source's call; nt = not tested or not shown.

SMILES,TAAR1 antagonist,CHRM5 PAM,TAAR1 ag,CHRM5 antagonist,CHRM4 PAM,CRFBP-R2 block,CRFR2-BP ag,CHO-K1 Ca PAM,M5 ag
CCOc1ccc(N2C(=O)CSC23CCCCC3)cc1,10,5,4,3,-6,0,-1.5,7,-6
Cc1cc(-c2ccccc2)c(C#N)c(SCC(N)=O)n1,13,2,11,-4,1,0,-2.8,12,-2
CC1CCc2c(sc(NC(=O)CCc3nc4ccccc4c(=O)[nH]3)c2C#N)C1 (stereo not drawn),-11,3,4,4,6,6,1.4,15,2
CC(C)Cn1c(N)c(C(=O)COC(=O)c2c(O)c(Cl)cc(Cl)c2Cl)c(=O)n(C)c1=O,-3,4,0,-2,15,-5,1.0,-1,3
CCn1nc(NS(=O)(=O)c2ccccc2)c2cc3ccc(C)cc3nc21,-19,4,4,2,10,-19,-1.4,13,-5
COc1ccc(CN2C(=O)CCC2(C)C(=O)NCc2cccnc2)c(OC)c1 (stereo not drawn),-20,-10,11,1,-1,11,-1.9,4,3
Cc1ccc(NC(=O)c2cnn(-c3ccccc3)c2C)c(C)c1,3,3,0,-3,8,-3,1.1,27,3
O=C(Cc1ccccn1)c1ccc(O)cc1O,0,3,1,5,-1,8,-0.1,-3,-5
COc1ccc(/C=C2\N=C(C)OC2=O)cc1OC(C)=O,8,2,0,0,-4,9,0.6,23,-3
N#CC1=C2SCN(c3ccccc3)CN2C(=O)CC1c1cccs1 (stereo not drawn),5,-2,4,-1,-9,24,-0.1,5,-4
Cc1cc2c(=O)n(Cc3ccco3)c(SCC(=O)N3CCCc4ccccc43)nc2s1,4,-10,14,8,-10,2,2.0,-14,-2
CCOc1cc2[nH]c(=S)n(Cc3ccc(C(=O)NCCCOC)cc3)c(=O)c2cc1OCC,-13,6,-2,-2,1,-7,-0.5,20,-3
COc1ccc(C(=O)/C=C/c2ccc(OC)c(COc3ccccc3F)c2)cc1,34,-5,1,3,5,28,8.2,20,0
COc1cc(C2NC(=S)NC(C)=C2C(=O)Nc2ccc(C)cc2)ccc1O (stereo not drawn),17,-1,1,-3,-1,-13,-2.5,20,-1
O=C(N=Nc1c(O)[nH]c2ccccc12)Nc1ccccc1,-10,-7,-1,0,8,-4,1.1,-4,-2

The results go on:
SMILES,TAAR1 antagonist,CHRM5 PAM,TAAR1 ag,CHRM5 antagonist,CHRM4 PAM,CRFBP-R2 block,CRFR2-BP ag,CHO-K1 Ca PAM,M5 ag
CC1CCCCC1NC(=O)CSc1nnc(COc2ccccc2Cl)o1 (stereo not drawn),5,-9,4,14,3,2,-3.7,19,-2
CCc1ccc(CN2CCC(N3CCC(C(=O)N4CCCC4)CC3)CC2)o1,-16,1,3,-2,4,22,0.5,1,-5
NC(=O)c1cc([N+](=O)[O-])ccc1NCc1cccnc1,8,-10,4,-1,-1,7,-0.2,13,-1
O=C(CCN1C(=O)C2CCCCC2C1=O)N1CCN(S(=O)(=O)c2ccccc2)CC1 (stereo not drawn),-30,-2,3,14,0,4,-0.4,-8,1
CCN(C(=O)CSc1nnc(-c2ccncc2)o1)c1ccccc1,-10,-1,2,5,2,0,1.4,10,-2
CC(=O)N[C@@H](C)C(=O)N1CCC(n2nccc2NC(=O)CCCc2ccccc2)CC1,-8,-4,2,3,2,13,2.3,4,-2
Cc1ccc(S(=O)(=O)N2CCCCC2)cc1NC(=O)c1ccccc1Cl,-21,-6,0,1,-4,-6,0.0,-12,0
Fc1ccccc1Cc1ccc(Cl)nn1,-15,-14,-1,2,-7,16,-3.0,5,2
COc1ccc(Cl)cc1NC(=O)CN(C)C(=O)c1cc(C)oc1C,14,-2,3,2,4,5,0.5,-4,1
O=C(O)Cc1c[nH]c2ccccc12,-11,-1,1,-1,1,11,-0.8,2,3
COc1ccc(CCNC(=O)c2cc(COc3c(F)cccc3F)on2)c(OC)c1,-3,-8,2,14,-9,7,1.1,7,-6
Cc1cc(C(=O)NCC(=O)OCC(=O)N2CCCCCC2)ccc1[N+](=O)[O-],-13,-1,1,-1,0,-16,0.8,12,2
CCOc1ccc(N(CC(=O)Nc2ccccc2C(=O)NCc2ccco2)S(C)(=O)=O)cc1,3,-1,13,-5,0,-2,-1.7,18,3
CC(C)N1CCC(N2CCN(C/C=C/c3ccccc3)CC2CCO)CC1 (stereo not drawn),nt,0,nt,3,-3,-13,3.8,18,-5
Cc1ccc(C)c(CN2CCCN(C(=O)Cn3ncc4c3-c3ccccc3OC4)C2)c1,59*,-11,6,7,-11,1,1.3,-2,3

Next structures.
SMILES,TAAR1 antagonist,CHRM5 PAM,TAAR1 ag,CHRM5 antagonist,CHRM4 PAM,CRFBP-R2 block,CRFR2-BP ag,CHO-K1 Ca PAM,M5 ag
CC(OC(=O)c1cccnc1Cl)C(=O)Nc1ccc2c(c1)OCCO2 (stereo not drawn),0,4,9,-12,-3,5,2.7,-8,-2
CC1(NC(=S)Nc2ccc3ccccc3c2)CCS(=O)(=O)C1 (stereo not drawn),-2,-4,2,6,-3,2,-1.1,-13,-2
O=C(NCCc1ccc(F)cc1)c1ccc2c(=O)n3c(nc2c1)CCC3,-29,1,3,3,9,-4,28,15,-4
COc1ccc(C(=O)Nc2ccccc2C(=O)N(Cc2ccco2)C(C(N)=O)C(C)C)cc1 (stereo not drawn),3,-2,5,5,-3,17,-2.0,13,-2
CCn1cc(CCCC(=O)NCc2ccccc2OC)c2ccccc21,-13,1,2,1,1,18,-1.4,-2,-1
O=C(COC(=O)c1cc(S(=O)(=O)NCc2ccccc2)ccc1O)NCc1ccccc1,-2,-38,5,13,-11,-5,-1.6,6,-1
COC(=O)c1sc(S(=O)(=O)Nc2ccc(C)c(C)c2)c(C(=O)OC)c1C,-17,-5,4,10,-5,23,-2.1,13,-5
COc1ccc(CN(Cc2ccc(OC)cc2)S(=O)(=O)c2ccc(-n3cnnn3)c(C)c2)cc1,12,-1,5,-4,-7,28,6.5,13,0
Cc1cc(C(=O)N2CCCC(N3CCN(c4cccc(Cl)c4)CC3)C2)nn1C (stereo not drawn),-18,-3,1,10,5,-16,2.1,0,-5
O=C(Nc1ccccc1)Nc1ccccc1C(=O)NCc1ccco1,-1,-14,9,10,-1,4,-0.6,-3,2
CCc1ccccc1S(=O)(=O)c1c(C)cc(C)nc1Cl,-16,-5,0,2,-2,10,-0.6,-14,-9
COc1ccc2oc(C(=O)Nc3ccc(N4CCOCC4)cc3)c(C)c2c1,19,4,9,7,2,-5,-0.4,-5,-2
O=C(N/N=C/c1ccc(OC(F)F)cc1OC(F)F)c1cccc(S(=O)(=O)N2CCOCC2)c1,13,2,6,7,-2,-2,1.4,-4,5
Cc1ccc(S(=O)(=O)NC(CC(C)C)C(=O)N2CCCC2)cc1 (stereo not drawn),-24,-6,7,14,-3,12,0.0,-15,-2
CC(C)N1CCN(CC#Cc2ccccc2)CC1CCO (stereo not drawn),0,-1,0,-8,-3,20,-1.8,7,-2

Brought forward from above: 3 compounds, then new ones.
SMILES,TAAR1 antagonist,CHRM5 PAM,TAAR1 ag,CHRM5 antagonist,CHRM4 PAM,CRFBP-R2 block,CRFR2-BP ag,CHO-K1 Ca PAM,M5 ag
O=C(N/N=C/c1ccc(OC(F)F)cc1OC(F)F)c1cccc(S(=O)(=O)N2CCOCC2)c1,13,2,6,7,-2,-2,1.4,-4,5
Cc1ccc(S(=O)(=O)NC(CC(C)C)C(=O)N2CCCC2)cc1 (stereo not drawn),-24,-6,7,14,-3,12,0.0,-15,-2
CC(C)N1CCN(CC#Cc2ccccc2)CC1CCO (stereo not drawn),0,-1,0,-8,-3,20,-1.8,7,-2
O=C(COc1ccc2c(c1)C(=O)CC1(CCCCC1)O2)NCc1ccccn1,3,-1,5,-11,-6,-2,-2.1,-9,4
Cc1nccn1CC(O)COc1ccc([N+](=O)[O-])cc1 (stereo not drawn),6,0,-1,7,-5,19,-0.9,-4,-6
O=C(CSc1nnc(-c2cccs2)n1Cc1ccccc1)N1CCc2ccccc2C1,6,-3,6,-13,-6,-1,0.2,19,-6
CCC(C)NC(=O)c1cnn2c(C)c3c(nc12)CCCC3 (stereo not drawn),-7,-3,10,-1,39*,6,-9.7,1,-5
O=C1CC(c2ccco2)CC(O)=C1C=Nc1cc(Cl)ccc1O (stereo not drawn),-8,-1,9,-3,1,-11,0.9,9,1
COCCNC(=O)C1Cc2c(ccc3ccccc23)O1 (stereo not drawn),-7,1,5,5,-1,16,-0.6,19,0
COc1ccccc1C(=O)Nc1ccnn1C1CCN(C(=O)C2CCOC2)CC1 (stereo not drawn),1,0,2,8,2,5,-1.3,14,-1
NC(=S)N=Nc1c(O)[nH]c2c(Br)cc(Br)cc12,4,6,0,-6,-2,-63,-4.2,2,1
CC1(C)CC(=O)C2=C(C1)N(Cc1cccnc1)C(=O)C2(NC(=O)c1ccc(F)cc1)C(F)(F)F (stereo not drawn),-5,15,1,-5,0,-13,-1.2,-16,-4
O=c1cc(N2CCCCC2)c(-c2ccccc2)nn1Cc1c(Cl)cccc1Cl,32,-1,9,2,6,4,7.0,10,-4
NS(=O)(=O)c1cc2c(cc1Cl)NC(CSCc1ccccc1)=NS2(=O)=O,-4,0,1,-5,4,34,-1.3,10,1
O=C(O)CCn1c(SCCOc2ccccc2)nc2ccccc21,-5,1,3,12,2,4,-1.6,-24,-2
CC1C(=O)Nc2ccc(S(=O)(=O)N3CCc4ccccc4C3)cc2NC1=O (stereo not drawn),1,0,9,2,6,7,-0.9,17,-6
CCOC(=O)N1CCN(c2cc3[nH]c(=S)[nH]c3cc2F)CC1,12,7,6,-7,0,0,-1.3,9,0
CCn1cc(C2=NC(C)CO2)c2ccccc21 (stereo not drawn),9,6,15,-6,22,2,-1.1,-3,-8

New compounds follow:
SMILES,TAAR1 antagonist,CHRM5 PAM,TAAR1 ag,CHRM5 antagonist,CHRM4 PAM,CRFBP-R2 block,CRFR2-BP ag,CHO-K1 Ca PAM,M5 ag
Cc1cc2ncn(C(=O)c3c(-c4ccccc4Cl)noc3C)c2cc1C,-10,2,9,-3,-2,-35,1.8,14,-5
c1csc(CNc2nc(-c3cccs3)nc3ccccc23)c1,-11,1,1,8,-6,-6,-2.1,22,-5
Cc1cc(C)c(C(=O)CN2C(=O)NC3(CCCCCC3)C2=O)cc1C,0,2,3,-5,-5,-92,-1.7,14,-9
COc1ccc(NC(=O)c2cccc(S(=O)(=O)N3CCc4ccccc43)c2)c(OC)c1,-25,-3,2,6,11,-8,2.5,-3,1
CC(C)(C)OC(=O)N(Cc1ccccc1)Cc1ccc(OCc2cccc(NC(=O)c3ccccc3)c2)cc1,0,4,2,-3,1,6,0.8,24,3
CC1CC(C)CN(C(=O)C2CC(=O)N(c3ccc(F)cc3)C2)C1 (stereo not drawn),-9,5,3,-1,4,-1,0.7,21,-1
Cc1cccc(NC(=O)COC(=O)c2ccc([N+](=O)[O-])o2)c1C,-10,1,2,-2,0,10,-2.3,-10,4
